Source: PubChem BioAssay (National Center for Advancing Translational Sciences (NCATS))
GoLoco inh red = inhibitors of human Gai1-RGS12 GoLoco interaction (red fluorophore) | P63096 | Gai1:RGS12 GoLoco peptide FP, rhodamine, 10 min | Potency, µM (series often up to 61.6 µM), for the others: at the top dose activity, negative = inhibition, usual class: inhibitors | 0.44% of 230,000 active | AID 880; active = well fitted inhibition curve with a large enough effect, not every such curve was filed as active; inactive = no such curve, though single readings can be large or run the other way; also: % is scaled to controls: 0 for no effect and ±100 for the full control effect; nearly all actives have a fitted effect of over 30% in size; many of its hits are not listed in these tables
Target sequence (P63096 whole entry, looked up): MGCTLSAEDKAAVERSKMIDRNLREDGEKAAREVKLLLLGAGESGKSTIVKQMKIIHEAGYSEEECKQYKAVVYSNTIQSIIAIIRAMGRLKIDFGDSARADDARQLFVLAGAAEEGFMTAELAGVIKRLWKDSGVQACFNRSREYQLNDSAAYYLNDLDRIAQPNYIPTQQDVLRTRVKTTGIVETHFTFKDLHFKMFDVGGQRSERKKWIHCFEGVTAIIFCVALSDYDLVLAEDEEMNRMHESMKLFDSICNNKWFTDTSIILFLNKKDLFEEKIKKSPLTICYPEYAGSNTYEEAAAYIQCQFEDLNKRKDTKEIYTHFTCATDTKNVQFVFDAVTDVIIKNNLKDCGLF
JMJD2E inh = blocks human JMJD2E demethylase activity; B2RXH2; JMJD2E catalytic domain, FDH-coupled NADH fluorescence (FDH is formaldehyde dehydrogenase); Potency, µM (titrated, usually from 57.1 µM), for the others: at the top dose activity change, negative = inhibition, usual class: inhibitors; 1.6% of 230,000 active; AID 2147; active = well fitted inhibition curve with a large enough effect, not every such curve was filed as active; inconclusive = small, poorly fitted or top-dose-only effect, or another doubt; inactive = no such curve, though single readings can be large or run the other way;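 also: 0% = wells with enzyme and -100% = buffer wells without enzyme; nearly all actives have a fitted effect of over 50% in size; many of its hits are not listed in these tables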
SMN2 splice up = enhancers of SMN2 splice variant expression. HEK293 SMN2-luciferase splicing reporter, luminescence, 30-36 h. Potency, µM (highest dose often 46.1 µM), for inactives: at the top dose activity change, positive = activation, actives largely listed as activators. 2.8% of 210,000 active. AID 1458; also: % of control where 0% means no effect; nearly all actives have a fitted effect of over 55% in size
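HEK293 cells carry an SMN2 […]–luciferase reporter in which exon 7 inclusion puts luciferase in frame. Cells were plated 10-12 h before compound addition, then incubated 30-36 h at 37C. ONE-Glo luminescence was read; sodium butyrate at 4.5 mM final served as control.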
TRb-SRC2 inh = disrupts binding of human TR beta to SRC2 | P10828 | TRbeta-SRC2 peptide binding, fluorescence polarization; receptor liganded with 1 µM T3 | Potency, µM (titrated, usually from 106 µM), for inactives: at the highest dose activity change, negative = inhibition, most hits filed as inhibitors | 0.065% of 280,000 active;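 also: plate controls were bound peptide for no effect and peptide without receptor for full effect; nearly all actives have a fitted effect of over 50% in size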
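Each compound concentration gave % activity, normalized to unbound and bound Texas Red SRC2 controls, from polarization read after 5 hr ambient incubation with T3-loaded human TRb LBD.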
RECQ1 inh = blocks DNA unwinding by human RECQ1 | 0.54% of 240,000 active | Potency, µM (series often up to 57.3 µM), without a hit: at the highest dose activity, negative = inhibition, most hits filed as inhibitors | AID 2549 | RECQ1 DNA unwinding, red fluorescence kinetic read | P46063;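 also: plate controls were vehicle for no effect and no enzyme for full effect; nearly all actives have a fitted effect of over 30% in size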
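50 nM RECQ1T1 preincubated 15 min with compound in Tris pH 8.0 buffer with MgCl2, DTT, Tween-20 and 2.5 ug/ml poly(dI-dC); started with 200 nM TAMRA/BHQ-2 forked duplex and 2 mM ATP. Unwinding read as fluorescence (525/598 nm), two reads 2 h apart.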
TR SRC2 fluor cs = Texas Red fluorescence interference in TRb-SRC2 counter-screen; TRb/SRC2 Texas Red total fluorescence interference; Potency, µM (titrated, usually from 106 µM), inactives show at the top dose fluorescence change, negative = quenching; 0.29% of 280,000 active; AID 1479; active = well fitted curve in either direction with a large enough effect; inconclusive = small, poorly fitted or top-dose-only effect; also: % is scaled to controls: 0 for no effect and ±100 for the full control effect
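Flags fluorescent or light-absorbing compounds by total fluorescence, S + 2P, at 555 nm excitation and 632 nm emission. Mixture: 20 nM Texas Red SRC2 peptide, 0.6 uM human TRb LBD, 1 uM T3, 5% DMSO; compound exposure 5 h at ambient temperature.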
LMNA splice mod = changes lamin A minigene splicing in HeLa cells | HeLa LMNA splicing GFP/RFP minigene ratio, 48 h | Potency, µM (series often up to 46.1 µM), inactives show at the highest dose ratio change, negative = inhibition, actives largely listed as inhibitors | 0.01% of 200,000 active | AID 1487; active = well fitted inhibition curve with a large enough effect in the signal ratio, with a control signal flat, not every such curve was filed as active; inconclusive = small, poorly fitted or top-dose-only effect, or effect the other way, or a change in a side signal; the % refers to the signal ratio; also: % is scaled to controls: 0 for no effect and ±100 for the full control effect
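S3 HeLa cells stably expressing lamin A-EGFP splicing minigene plus DsRed2, 600 cells/well, 48 h compound exposure at 37C. Laser-scanning cytometry; analysed as GFP (500-530 nm)/RFP (575-640 nm) total intensity ratio; 0.5% DMSO vehicle.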
ALDH1A1 block = inhibitors of human aldehyde dehydrogenase 1A1 | Purified ALDH1A1, NADH fluorescence, propionaldehyde substrate | P00352 | 7.3% of 220,000 active | AID 1030 | Potency, µM (top dose mostly 75.3 µM), for the others: top-dose activity, negative = inhibition, usual class: inhibitors; active = well fitted inhibition curve with a large enough effect, not every such curve was filed as active; inconclusive = small, poorly fitted or top-dose-only effect, or another doubt; inactive = no such curve, though single readings can be large or run the other way;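 also: plate controls were no enzyme wells and a reference inhibitor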
Target sequence (P00352 whole entry, looked up): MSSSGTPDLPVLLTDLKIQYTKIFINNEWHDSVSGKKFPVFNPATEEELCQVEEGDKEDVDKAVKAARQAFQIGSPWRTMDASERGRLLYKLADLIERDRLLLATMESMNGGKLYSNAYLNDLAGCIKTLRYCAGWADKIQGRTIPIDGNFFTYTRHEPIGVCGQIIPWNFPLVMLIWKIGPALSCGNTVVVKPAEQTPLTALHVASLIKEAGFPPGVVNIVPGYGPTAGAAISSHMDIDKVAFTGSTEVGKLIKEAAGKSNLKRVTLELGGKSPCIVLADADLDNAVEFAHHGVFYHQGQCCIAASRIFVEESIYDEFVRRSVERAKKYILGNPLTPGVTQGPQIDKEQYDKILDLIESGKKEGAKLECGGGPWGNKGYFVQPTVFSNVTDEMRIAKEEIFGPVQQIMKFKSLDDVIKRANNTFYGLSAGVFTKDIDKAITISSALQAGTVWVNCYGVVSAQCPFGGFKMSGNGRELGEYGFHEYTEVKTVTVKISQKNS
* = called active by the depositor; i = inactive; u = inconclusive; x = no result given; & = joins results of further samples; [ ] = remark or other dose. Unless noted, calls follow the shape of the dose curve; as a rule, active = well fitted curve in the direction sought with a large enough effect; inconclusive = small, poorly fitted or top-dose-only effect, or another doubt; inactive = no such curve, though single readings can be large; an effect the other way counts as inactive or inconclusive. Potency is read from the fitted curve at half-maximal effect.

| Compound | SMN2 splice up | TR SRC2 fluor cs | LMNA splice mod | ALDH1A1 block | RECQ1 inh | JMJD2E inh | GoLoco inh red | TRb-SRC2 inh |
| --- | --- | --- | --- | --- | --- | --- | --- | --- |
| COc1ccc(NC(=O)CSc2ccccc2)cc1S(=O)(=O)N1CCCCC1 | -26% | -1%[53 µM] | u | -12% | -11% | 3% | 14% | -2%[53 µM] |
| COc1cccc(-n2nnc3c(=O)n(Cc4cccc(C)c4)cnc32)c1 | -5% | 2% | -10% | u | -4% | 3% | 5% | 8% |
| O=C(CCC1CCCN(C(=O)c2ccoc2)C1)NCc1ccc(F)c(F)c1 (stereo not given) | -5% | -2% | -4%[46 µM] | u | i | 3% | 6% | 1% |
| O=C(c1ccco1)N1CCN(C/C=C/c2ccccc2)CC1 | x | -18% | -3% | u | -3% | u | x | 7% |
| CCNc1nc(N)nc(-c2cc(Cl)ccc2OC)n1 | -2% | 1% | 2% | 6% | -8% | -7% | 1% | 7% |
| CC1(C)N=C(c2cccs2)C(C)(C)N1O | 3% | 0% | 2% | -2% | -16% | -3% | -3% | 4% |
| CCCOC(=O)c1ccc(NC(=O)c2ccoc2C)cc1 | u | 2% | -11% | u | -1% | -4% | 61%[activator] | -11% |
| CCOc1cc(C)cc2oc(=O)cc(-c3ccccc3)c12 | u | 0% | u | 22µM* | -14% | -26% | 6% | 0% |
| CCCCOC(=O)Nc1cc(Cl)ccc1C | -15% | -2% | 2% | 2% | i | 11% | 13% | 4% |
| COC(=O)C(NC(=O)CSc1nc(N)cc(=O)[nH]1)c1ccccc1 (stereo not given) | 10% | -1% | 22%[46 µM] | 7% | i | 2% | 14% | 8% |
| Cc1ccc(CNC(=O)/C=C/c2cccs2)cc1 | -24% | -1% | u | u | -1% | 9% | 4% | -5% |
| Nn1c(SCc2nc3ccccc3[nH]2)nnc1-c1ccccc1 | 11% | 1% | 10% | 5% | -17% | -6% | 1% | u |
| O=C(NCc1ccc2c(c1)OCO2)C1CCN(S(=O)(=O)N2CCCCC2)CC1 | -12% | 1% | u | 5µM* | -1% | 15% | 1% | -10% |
| COc1ccc(C(=O)N2CCC3(CCCN(C(c4ccccc4)c4ccccc4)C3)CC2)cc1 | -6% | x | x | 3% | -8% | x | -5% | x |
| Cc1ccc(O)c(N=Cc2cc(Cc3ccccc3)cc([N+](=O)[O-])c2O)c1 | 1% | -17% | u | 14µM* | 13µM* | 28µM* | 183%[activator] | -6% |
| CN1CCN(c2ccc([N+](=O)[O-])cc2C(=O)N2CCCCC2)CC1 | -15% | 2% | 11% | 5% | -6% | 9% | 6% | 1% |
| Cc1nc(Cl)sc1C(=O)NC(C)c1ccc(Cl)cc1 (stereo not given) | 5% | 1% | 3% | 16% | -1% | 11% | -2% | -4% |
| C=CCNC(=O)c1ccccc1NC(=O)Nc1ccccc1 | 19% | -1% | -3% | -1% | -2% | -7% | 13% | -5% |
| CCC(C)(C)n1nnnc1C(c1cccnc1)N1CCC(Cc2ccccc2)CC1 (stereo not given) | x | 1% | 5%[46 µM] | 5% | -11% | 5% | 13% | -2% |
| CCOC(=O)c1ccc2c(c1)[n+](CC)c(C)n2-c1ccccc1 | 4% | 2% | x | -3% | 16% | u | 10% | 1% |
| COc1ccc(Br)cc1-c1noc(-c2ccccc2)n1 | 6% | -2% | 0% | 6% | 5% | 2% | 7% | 6% |
| CN(C)c1cccc2c1C(=O)c1ccccc1C2=O | -4% | -7% | u | u | -5% | -2% | 14% | -7% |
| COc1ccc(CCNc2cc(=O)[nH]c(N)n2)cc1 | -1% | 2% | 1% | -2% | i | -22% | 17% | -19% |
| COc1ccccc1CCN=C(N)NS(=O)(=O)c1ccccc1 | -29% | 1% | 4%[9.22 µM] | 5% | -2% | u | -4% | -5% |
| CC(C)c1cc(C(F)(F)F)n2nc(C(=O)Nc3ccc4c(c3)OCO4)cc2n1 | 9% | 1% | u | -7% | i | 0% | 8% | 0% |
| O=C(c1ccc2c(Cl)c3c(nc2c1)CCCC3)N1CCN(c2ccc(F)cc2)CC1 | -32% | 0% | u | -7% | -4% | -3% | 0% | -1% |
| CCN(CC)C(=O)c1ccc(C)c(Br)c1 | -8% | -2% | -7% | 7% | 0% | 4% | 4% | -12% |
| Cc1sc2nc3c4ccccc4c(NCc4ccco4)nn3c(=O)c2c1C | 10µM* | 2% | -9% | u | 2% | u | 26% | -2% |
| CC(=O)c1c(N2CCN(c3ccccn3)CC2)nc(=S)n(-c2ccccc2)c1C | -1% | -4% | x | u | 12% | 0% | 13% | -5% |
| CCC/C=C(\CCC)C(NC(=O)c1ccc(-c2ccccc2)cc1)c1ccc(C(=O)OC)cc1 (stereo not given) | -21% | -3% | x | 3% | 1% | -28% | -6% | -1% |
| CCOC(=O)N1CCC(Nc2c(NCCCN3CCN(CC)CC3)c(=O)c2=O)CC1 | 7% | -8% | 10% | 1% | -7% | 1% | 8% | 2% |
| O=C(O)C(Cc1c[nH]c2ccccc12)N1C(=O)C2C3c4ccccc4C(c4ccccc43)[C@@H]2C1=O (stereo not given in full) | x | 2% | x | x | -2% | -2% | -4% | 2% |
| CSCCC(NC(C)=O)C(=O)OCC(=O)N(c1ccccc1)c1ccccc1 (stereo not given) | 16% | -1% | u | u | 0% | -10% | 0% | 1% |
| COc1ccccc1-c1cc(N(C)Cc2ccco2)ncn1 | x | x | u | u | i | x | 16% | x |
| CCOc1ccc(C2CC(=O)N(Nc3ccc([N+](=O)[O-])cc3[N+](=O)[O-])C2=O)cc1 (stereo not given) | x | -1% | x | 2% | -4% | -3% | 1% | 5% |
| CC(C)CCNC(=O)CCCc1ccccc1 | -8% | -4% | u | 4% | i | -2% | 9% | -8% |
| O=C(Nc1ccccc1Cl)c1cnccn1 | -6% | 1% | 7% | -7% | -12% | -3% | 5% | -7% |
| CC(=O)Nc1ccc(NC(=O)CSc2ccc(C)cc2)cc1 | 0% | 0% | -1% | 2% | 1% | 7% | -3% | 2% |
| CCCCc1nc(NCCO)c(C#N)c2c1CCCC2 | -16% | 0% | u | u | -1% | u | 2% | -8% |
| Cc1nn(CC(=O)NCc2cccnc2)c(C)c1[N+](=O)[O-] | 7% | -2% | 16%[46 µM] | 6% | i | -6% | 14% | 9% |
| COC(=O)C1=C(C)NC(=S)NC1c1sccc1C (stereo not given) | -4% | -1% | x | 11µM* | -1% | 2% | 17% | 1% |
| CCC(=O)c1ccc(OCc2ccc(C(=O)OC)cc2)cc1 | u | 1% | -4% | -10% | -3% | 2% | -18% | 4% |
| CCOc1ccc(N(Cc2cc3ccc(C)cc3[nH]c2=O)C(=O)COC)cc1 | -2% | 1% | 1% | 18µM* | -2% | u | -9% | 5% |
| COc1ccc(S(=O)(=O)N2Cc3ccccc3CC2C(=O)N2CCOCC2)cc1 (stereo not given) | 2% | 2% | 6% | u | i | 8% | 2% | 8% |
| Nc1n[nH]c(-c2ccc([N+](=O)[O-])cc2[N+](=O)[O-])n1 | x | -4% | 2%[46 µM] | 6% | 11% | 0% | 4% | 0% |
| CC(=O)N1N=C(c2ccccc2O)OC1(C)CC(=O)Nc1ccccc1 (stereo not given) | -16% | -3% | -53% | u | -2% | 1% | 8% | -3% |
| CCOC(=O)C1C(c2ccccc2)N(C)OC1(O)C(F)(F)F (stereo not given) | 1% | -4% | -5%[9.22 µM] | 11% | 0% | -9% | -2% | 0% |
| CC#CCOC(=O)C1=CCCN(C)C1 | 12% | 1%&0% | x | 1%&5% | -3%&-1% | 14% | 6%&-1% | -4%&-3% |
| Cc1sc2nc(SC(C)C)nc(N)c2c1C | 27% | 0% | 24% | 2% | -3% | 7% | 11% | 1% |
| N#Cc1c(SCC(N)=O)nsc1SCc1ccc(Cl)cc1 | 26% | 0% | 3% | -6% | -9% | 5% | -31% | -14% |
| CC(=O)c1ccc2c(c1)Cc1cc(C(C)=O)ccc1-2 | x | -1% | -17% | 1% | -6% | -25% | x | 3% |
| CC(OC(=O)CCc1nc2ccccc2c(=O)[nH]1)C(=O)c1ccc(C(C)(C)C)cc1 (stereo not given) | 7% | 1% | -5% | 5% | 3% | 13% | 10% | 14% |
| COC(=O)c1ccccc1N1C(=O)[C@@H]2C(c3ccc(F)cc3)=NO[C@@H]2C1=O | -6% | -2% | 3% | 4% | -1% | 11% | -4% | -3% |
| CCCNC(=O)C(=O)N/N=C/c1cccs1 | 10% | 7% | -17% | 3% | -12% | -7% | 20% | -2% |
| CCN(CC)S(=O)(=O)c1csc(C(=O)OCC(=O)c2ccccc2)c1 | 0% | -1% | -1% | u | -2% | 9% | -2% | 4% |

Compounds from the list above that have a Cl atom:
| Compound | SMN2 splice up | TR SRC2 fluor cs | LMNA splice mod | ALDH1A1 block | RECQ1 inh | JMJD2E inh | GoLoco inh red | TRb-SRC2 inh |
| --- | --- | --- | --- | --- | --- | --- | --- | --- |
| CCNc1nc(N)nc(-c2cc(Cl)ccc2OC)n1 | -2% | 1% | 2% | 6% | -8% | -7% | 1% | 7% |
| CCCCOC(=O)Nc1cc(Cl)ccc1C | -15% | -2% | 2% | 2% | i | 11% | 13% | 4% |
| Cc1nc(Cl)sc1C(=O)NC(C)c1ccc(Cl)cc1 (stereo not given) | 5% | 1% | 3% | 16% | -1% | 11% | -2% | -4% |
| O=C(c1ccc2c(Cl)c3c(nc2c1)CCCC3)N1CCN(c2ccc(F)cc2)CC1 | -32% | 0% | u | -7% | -4% | -3% | 0% | -1% |
| O=C(Nc1ccccc1Cl)c1cnccn1 | -6% | 1% | 7% | -7% | -12% | -3% | 5% | -7% |
| N#Cc1c(SCC(N)=O)nsc1SCc1ccc(Cl)cc1 | 26% | 0% | 3% | -6% | -9% | 5% | -31% | -14% |

An excerpt; the hit share may differ from the screen's.
